Screening results from PubChem.
MgcRacGAP inhibition = MgcRacGAP GTPase-activating activity inhibitors, confirmation, biochemical, ADP Hunter fluorescence. 0.6% of 340,000 active. inhibition, % at 30 µM, or IC50 in µM where a hit was titrated. MgcRacGAP-stimulated Rac1 GTP hydrolysis, ADP Hunter fluorescence; higher % means a stronger effect; GST-tagged Rac1 F28L mutant substrate;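 active = first-screen hits whose inhibition reached a set limit at any dose in the follow-up dose series; inconclusive = inhibition above the set first-screen limit but never retested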;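 note: fluorescence reports GDP produced by GAP-driven GTP hydrolysis; strong numbers were not always called active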
AID2073 = inhibitors of Mint1-CaV2.2 protein interaction, biochemical, HTRF (AID 2073) | Voltage-dependent N-type calcium channel subunit alpha-1B (Homo sapiens) | HTRF protein-protein interaction, Mint1-CaV2.2; higher % means a stronger effect | inhibition, % at 20 µM; hits with a dose series show IC50 in µM | 0.19% of 290,000 active; in the data active = inhibition mostly above about 51%, no sharp cut-off; inconclusive = no clear call, values can overlap the other calls; inactive = mostly below about 53%; note: some results filed as inactive read as strong as hits
SIAH1 antagonists = Siah-1 peptide-binding antagonists, primary screen, biochemical, fluorescence polarization, rhodamine-plectin, uHTS (AID 1817). Siah-1 / rhodamine-plectin peptide fluorescence polarization; higher % means a stronger effect. displacement, % at 20 µM; hits with a dose series show IC50 in µM. 0.02% of 290,000 active;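 active = displacement of at least 50% at 20 µM, with a fluorescence ratio check between 0.3 and a set limit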;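 note: plate controls were Siah plus tracer with DMSO for no effect and tracer alone without Siah for full effect; strong numbers were not always called active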
UTI89 phage lysis = inhibition of K1F phage lysis, E. coli UTI89, bacterial capsule biogenesis inhibitors, alamar blue (AID 488966) | E. coli UTI89 K1F phage lysis, alamar blue, 2 h; higher % means a stronger effect | inhibition, % at 100 µM, or IC50 in µM where a hit was titrated | 0.02% of 340,000 active;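 active = phage lysis inhibition, versus mean bacterial control, above a set limit; inconclusive = no clear call, values can overlap the other calls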;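 note: capsule biogenesis inhibitors block K1F phage lysis so surviving cells raise fluorescence; higher fluorescence means more inhibition of phage lysis; actives were called in the ten point dose series up to 300 µM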
West Nile virus CPE = West Nile virus antiviral activity, cell-based, CPE readout (AID 1621); West Nile virus-infected cells, CPE inhibition; higher % means a stronger effect; CPE inhibition, % at 10 µM, or IC50 in µM where a hit was titrated; 0.02% of 290,000 active; in the data active = a potency from the dose series; inconclusive = CPE inhibition mostly from about 3.7% at the one dose, without a potency; inactive = the rest, 99 in 100 with CPE inhibition below about 2.2%; note: strong numbers were not always called active
RSV antiviral HEp-2 = RSV antiviral activity via CPE protection, HEp-2 cells, primary 10 µM value included (AID 2391) | HEp-2 cells, RSV-induced CPE inhibition; higher % means a stronger effect | one-dose CPE inhibition, % at 10 µM; IC50 in µM for titrated hits | 0.13% of 310,000 active; in the data active = a potency from the dose series; inconclusive = CPE inhibition mostly from about 23% at the one dose, without a potency; inactive = the rest, 99 in 100 with CPE inhibition below about 21%; note: strong numbers were not always called active
NTR1 agonist = agonists of NTR1, primary screen, imaging, U2OS cells, beta-arrestin-GFP, high content (AID 493036); Neurotensin receptor type 1 (Homo sapiens), P30989; activation, % at 20 µM; 0.17% of 330,000 active; NTR1-U2OS beta-arrestin-GFP spot imaging, agonist mode;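 active = activation at or above 40% of the spot to cytoplasm intensity ratio, with at least 20 cells analyzed; inconclusive = wells under 20 cells, flagged as cytotoxic or low count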;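 note: 0% = DMSO without peptide and 100% = 100 nM NTR1 peptide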
Target sequence (P30989 whole entry, looked up): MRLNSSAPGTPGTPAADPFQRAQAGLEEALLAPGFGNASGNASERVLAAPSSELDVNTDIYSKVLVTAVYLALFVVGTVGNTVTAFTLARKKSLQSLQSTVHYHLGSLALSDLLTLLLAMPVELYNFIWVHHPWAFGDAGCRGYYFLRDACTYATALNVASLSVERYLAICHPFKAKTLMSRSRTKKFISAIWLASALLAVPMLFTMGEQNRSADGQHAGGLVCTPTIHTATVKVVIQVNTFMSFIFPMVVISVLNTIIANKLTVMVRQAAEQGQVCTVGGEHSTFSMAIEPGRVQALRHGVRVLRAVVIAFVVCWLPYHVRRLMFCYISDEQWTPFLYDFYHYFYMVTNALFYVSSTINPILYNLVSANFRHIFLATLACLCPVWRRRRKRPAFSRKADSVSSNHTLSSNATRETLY
SV40 large T antigen = SV40 large T antigen inhibitors, biochemical (AID 1903). 0.39% of 310,000 active. SV40 large T antigen ATPase/helicase inhibition assay; higher % means a stronger effect. inhibition, % at 20 µM; hits with a dose series show IC50 in µM; in the data active = a potency from the dose series; inconclusive = inhibition mostly from about 32% at the one dose, without a potency; inactive = the rest, 99 in 100 with inhibition below about 32%; note: strong numbers were not always called active
Dengue-2 NS5 capping = Dengue-2 NS5 methyltransferase inhibitors, primary screen, biochemical, confirmation dose response (AID 588689); Dengue-2 NS5 methyltransferase capping enzyme assay, biochemical; higher % means a stronger effect; inhibition, % at 25 µM; hits with a dose series show IC50 in µM; 0.3% of 340,000 active; Genome polyprotein (Dengue virus type 2 (strain 16681-PDK53)); in the data active = a potency from the dose series; inconclusive = inhibition above about 29% without an active follow-up result
NTR1 agonist cell count 20 µM = recorded beside NTR1 agonist, whose call it bears; cell count; measured here: cell count, cytotoxicity flag
Dengue-2 NS5 capping pilot replicate = second read-out of Dengue-2 NS5 capping, no call of its own (marks repeat the call); inhibition, %; measured here: pilot screen replicate inhibition
* marks the source's active call; other numbers are inactive results; u = inconclusive; x = not tested or not shown; [ ] = remark or other dose.

SMILES	MgcRacGAP inhibition	AID2073	SIAH1 antagonists	UTI89 phage lysis	West Nile virus CPE	RSV antiviral HEp-2	NTR1 agonist	NTR1 agonist cell count 20 µM	SV40 large T antigen	Dengue-2 NS5 capping	others
CC1(C)CC(=O)C2=C(C1)OC(=O)C2(NC(=O)c1cccs1)C(F)(F)F (stereo unspecified)	7.5%	5.5%	-0.1%	-2.4%	0.1%	0.1%	-1.6	62	15.9%	-2.4%
Cc1ccc2cccc(S(=O)(=O)Nc3ccc4c(c3)OCO4)c2n1	-4.5%	2.9%	-3.0%	-2.8%	-0.2%	0.2%	2.5	42	-0.3%	-5.6%
CCCNC(=S)Nc1c(C)n(C)n(-c2ccccc2)c1=O	-3.0%	3.2%	2.2%	-1.2%	0.6%	2.7%	0.5	43	6.7%	-3.9%
CCc1ccccc1NC(=O)c1nnn(CC(=O)Nc2cccc(C)c2C)c1N	-0.1%	47.8%	3.5%	2.6%	0.3%	6.0%	-3.9	93	13.0%	-4.1%
Cc1cc(NC(=O)COC(=O)c2cccc(S(=O)(=O)N3CCOCC3)c2)no1	3.7%	-2.4%	1.8%	0.1%	0.3%	-1.1%	-0.9	91	8.1%	2.3%
O=C(COC(=O)CNC(=O)c1ccc(Cl)cc1Cl)NNC(=O)c1ccccc1F	-5.8%	x	x	-0.4%	x	x	-0.5	44	x	8.1%
Cc1ccc(S(=O)(=O)NCCC(=O)OCC(=O)N(C)c2ccccc2)cc1	1.1%	x	x	0.9%[50 µM]	x	2.7%	-0.4	54	14.4%	2.2%
CCOc1ccccc1CN1CCNC(=O)C1CC(=O)N(C)CCC1CCOCC1 (stereo unspecified)	6.8%	0.3%	-0.1%	0.0%	-0.2%	0.2%	-0.9	63	12.3%	-4.9%
O=CN(c1ccccc1)c1ccc2ccccc2c1	0.0%	-2.5%	6.3%	-0.3%	-1.5%	1.8%	3.8	47	25.4%	-8.4%
Cn1c(SCC2CCCO2)nnc1-c1ccc([N+](=O)[O-])cc1 (stereo unspecified)	9.0%	3.0%	0.4%	0.5%	1.3%	0.1%	0.5	35	25.6%	-8.4%
Cc1cccc(NC(=O)N2CCCc3ccccc32)c1C	3.8%	-1.3%	-4.1%	0.1%	0.1%	1.4%	0.4	46	7.8%	1.9%
COC(=O)C1=C(CSc2nncn2C)NC(=O)NC1c1ccc(F)cc1 (stereo unspecified)	8.7%	-4.0%	5.0%	5.3%	0.2%	-0.1%	-0.4	48	5.2%	-0.8%
COc1ccc(-c2c(C)n([O-])c3c([n+]2=O)CCCC3)c(OC)c1	-0.1%	16.3%	1.7%	-0.1%	-0.3%	1.8%	0.7	57	1.6%	-4.8%
CCCOC(=O)Nc1ccc(S(=O)(=O)Nn2cnnc2)cc1	10.5%	-2.5%	4.5%	-0.3%	0.5%	0.3%	0.4	57	9.9%	-0.8%
O=C(Nc1cc(Cl)ccc1Cl)C1Cc2ccccc2O/C1=N\O (stereo unspecified)	10.4%	-2.0%	2.8%	-0.8%[50 µM]	-0.7%	8.5%	3.6	56	10.0%	-5.2%
O=C(O)c1cccc(-n2c(/C=C/c3ccccc3)nc3ccccc3c2=O)c1	-7.3%	23.0%	-2.7%	0.0%	0.4%	2.9%	0.7	72	18.3%	0.0%
Cc1cccc(C(=O)NC2CC3CCCC(C2)N3C(=O)Nc2ccccc2)c1 (stereo unspecified)	-12.8%	-6.0%	-2.5%	-0.3%	-0.2%	3.2%	1.3	60	3.0%	-14.2%
COc1ccc2nc(C)c3c(c2c1)OC(C)C3 (stereo unspecified)	3.9%	3.2%	-2.0%	-0.4%	0.2%	0.1%	0.2	50	8.3%	-5.4%
CCSc1nnc(CNC(=O)c2ccccc2F)n1-c1ccccc1OC	0.4%	-2.4%	1.8%	0.3%	-0.5%	4.9%	-0.8	27	8.2%	-15.5%
O=C(Nc1ccc(S(=O)(=O)C(F)F)cc1)c1ccc2c(=O)n3c(nc2c1)CCC3	9.1%	x	x	0.8%[50 µM]	x	0.1%	4.4	55	12.9%	-1.4%
COc1ccc(C(=O)O)cc1S(=O)(=O)Nc1ccccc1C(=O)NCc1ccc2c(c1)OCO2	1.2%	x	x	0.5%[50 µM]	x	x	-0.4	81	x	-1.5%
COC(=O)Cn1c(C)nc(=O)c(-c2ccccc2)c1C	5.3%	-5.9%	0.9%	0.3%	0.1%	-0.7%	0.7	30	1.5%	-2.2%
c1ccc(-c2ccccc2OCCCN2CCCCCC2)cc1	25.6%	-1.5%	-3.4%	0.2%	-1.3%	-0.9%	-0.2	74	12.1%	-2.7%
Cc1ccc(N2C(=O)c3cccc4c(C(=O)O)ccc(c34)C2=O)cc1	x	7.3%	2.0%	x	-0.1%	-1.2%	0.4	38	-2.1%	x
Cc1cc(C(=O)OCC(=O)NCc2ccccc2)c2ccccc2n1	9.7%	x	x	0.4%[50 µM]	x	x	3.9	45	x	-3.0%
NC(=O)c1c(NC(=O)c2ccc(F)cc2Cl)sc2c1CCC2	12.8%	3.0%	-2.0%	0.2%	-0.3%	-0.1%	1.1	67	5.5%	-3.9%	Dengue-2 NS5 capping pilot replicate=-7.0
Cc1ccccc1Nc1cc(=O)oc2ccccc12	8.8%	13.3%	-2.6%	0.5%	-0.3%	-0.3%	2.1	35	2.2%	-8.1%
Cc1cccc(N2CCN(CC(O)COCc3cccs3)CC2)c1C (stereo unspecified)	10.9%	0.7%	-4.4%	6.3%	-0.7%	9.3%	0.0	39	4.1%	0.0%
CCN(CC)CCCN=C(C)C1=C(O)c2ccccc2C1=O	x	-2.4%	3.0%	x	-0.4%	x	-0.6	53	12.4%	x
COc1ccc(C(O)P(=O)(OCc2ccccc2)c2ccc(N(C)C)cc2)cc1 (stereo unspecified)	9.1%	16.9%	0.1%	-0.1%	-0.2%	x	0.0	53	16.9%	6.2%
Cc1ccc(-c2nnc(N(C)C(=O)c3cccnc3)s2)cc1	11.8%	-3.4%	-3.1%	0.1%	0.4%	2.3%	-0.5	57	6.0%	0.0%
O=c1c2[nH]c3ccc(F)cc3c2nc2n1CCCS2	11.1%	-6.9%	-0.1%	0.6%	-0.3%	0.2%	-0.9	42	8.7%	-1.6%
O=C(CSc1nnnn1C1CCCC1)N1CCN(C(=O)c2ccco2)CC1	10.2%	-7.4%	3.6%	0.7%[50 µM]	-0.9%	1.0%	0.7	59	22.6%	0.7%
C=CCn1c(=O)/c(=C/c2cc(OC)c(OC)c(OC)c2)s/c1=C(/C#N)c1nc2ccccc2n1C	2.5%	29.0%	1.6%	0.4%	u	4.3%	8.3	52	8.7%	u
CCC(C)c1ccccc1N1CC(C(=O)Nc2cc(S(=O)(=O)N3CCOCC3)ccc2OC)CC1=O (stereo unspecified)	4.6%	7.4%	2.8%	0.2%[50 µM]	1.9%	2.6%	-0.6	55	23.3%	-5.2%
CC(C)OCCCNC(=O)Cc1ccc(F)cc1	8.1%	-4.5%	-3.0%	2.1%	0.3%	0.8%	1.9	75	9.7%	-1.5%
COc1ccccc1C(=O)COC(=O)C(CCSC)NC(=O)COc1ccccc1 (stereo unspecified)	5.2%	x	x	0.4%[50 µM]	x	-1.0%	1.4	58	22.0%	4.3%
COc1ccc(-c2nnc3n(CCc4ccccc4)c(=O)c4ccccc4n23)cc1OC	4.1%	-1.2%	3.4%	1.1%	0.9%	17.3%	0.9	65	6.8%	-0.7%
Cc1cccc(NC(=O)c2ccco2)c1C(=O)O	x	-6.8%	14.6%	x	-0.4%	0.9%	1.0	49	6.5%	x
CC(C)(C)C(=O)NC(=S)NNC(=O)c1ccc(-c2ccccc2)cc1	12.6%	-3.1%	-2.0%	0.8%	20.5%	-3.6%	29.0	68	12.0%	2.6%

A stretch of the results above, as a working copy:
SMILES	MgcRacGAP inhibition	AID2073	SIAH1 antagonists	UTI89 phage lysis	West Nile virus CPE	RSV antiviral HEp-2	NTR1 agonist	NTR1 agonist cell count 20 µM	SV40 large T antigen	Dengue-2 NS5 capping	others
CC1(C)CC(=O)C2=C(C1)OC(=O)C2(NC(=O)c1cccs1)C(F)(F)F (stereo unspecified)	7.5%	5.5%	-0.1%	-2.4%	0.1%	0.1%	-1.6	62	15.9%	-2.4%
Cc1ccc2cccc(S(=O)(=O)Nc3ccc4c(c3)OCO4)c2n1	-4.5%	2.9%	-3.0%	-2.8%	-0.2%	0.2%	2.5	42	-0.3%	-5.6%
CCCNC(=S)Nc1c(C)n(C)n(-c2ccccc2)c1=O	-3.0%	3.2%	2.2%	-1.2%	0.6%	2.7%	0.5	43	6.7%	-3.9%
CCc1ccccc1NC(=O)c1nnn(CC(=O)Nc2cccc(C)c2C)c1N	-0.1%	47.8%	3.5%	2.6%	0.3%	6.0%	-3.9	93	13.0%	-4.1%
Cc1cc(NC(=O)COC(=O)c2cccc(S(=O)(=O)N3CCOCC3)c2)no1	3.7%	-2.4%	1.8%	0.1%	0.3%	-1.1%	-0.9	91	8.1%	2.3%
O=C(COC(=O)CNC(=O)c1ccc(Cl)cc1Cl)NNC(=O)c1ccccc1F	-5.8%	x	x	-0.4%	x	x	-0.5	44	x	8.1%
Cc1ccc(S(=O)(=O)NCCC(=O)OCC(=O)N(C)c2ccccc2)cc1	1.1%	x	x	0.9%[50 µM]	x	2.7%	-0.4	54	14.4%	2.2%

The list goes on:
SMILES	MgcRacGAP inhibition	AID2073	SIAH1 antagonists	UTI89 phage lysis	West Nile virus CPE	RSV antiviral HEp-2	NTR1 agonist	NTR1 agonist cell count 20 µM	SV40 large T antigen	Dengue-2 NS5 capping	others
NC(=O)c1sc2nc(-c3cccnc3)ccc2c1N	x	-18.5%	-1.0%	x	0.4%	0.2%	-0.3	46	3.9%	x
CC(C)CCNC(=O)CN(C(=O)Cn1nnc(-c2ccccc2F)n1)c1cccc2c1CCCC2	2.9%	6.1%	0.6%	0.0%	-1.8%	16.5%	10.8	96	-2.5%	3.4%	Dengue-2 NS5 capping pilot replicate=1.2
O=C1c2ccccc2S(=O)(=O)N1CC1CC(c2ccccc2)=NO1 (stereo unspecified)	6.7%	1.0%	0.0%	-0.1%	0.6%	0.9%	-1.3	36	11.2%	6.1%
CC1CCCN(CCCNC(=O)c2ccc(NC(=O)C3=CSCCO3)cc2)C1 (stereo unspecified)	3.4%	11.9%	-4.9%	0.1%	-0.3%	0.0%	-0.2	58	5.0%	3.9%
Cc1cccc[n+]1C1C(c2ccc([N+](=O)[O-])cc2)C(C#N)=C(C(=C=[N-])C#N)NC1(O)C1CC1 (stereo unspecified)	0.8%	u	42.1%	-0.4%	x	2.1%	-0.2	41	21.6%	10.3%
